# Cardiac RTF inh: cardiac RTF calcium sensitivity inhibitors, primary screen, biochemical, IANBD-TnC fluorescence, EC70 calcium | inhibition, % at 7.15 µM | AID 493244, 2011 | IANBD-labeled cardiac RTF, Ca2+ fluorescence | Troponin I, cardiac muscle (Homo sapiens) + Troponin T, cardiac muscle (Homo sapiens) + … | 340,000 compounds, 0.12% hits;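 active = inhibition above the mean inhibition of all tested compounds plus 3 SD, cut at about 17% in these data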;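 also: assay run at fixed EC70 calcium of 1.6 mM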
# DAGLB inhibitor: DAGLB lipase inhibitors, primary screen, biochemical, fluorescence, HTS. inhibition, % at 5.17 µM. HEK293T DAGLB membrane lysate, EnzChek fluorogenic substrate. 340,000 compounds, 0.059% hits. AID 504411, 2011; in the data active = inhibition above about 34%;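 also: 0% = enzyme with vehicle and 100% = wells lacking enzyme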
# Keap1-Nrf2 PPI: Keap1-Nrf2 protein-protein interaction inhibitors, primary screen, biochemical, fluorescence polarization, single point. Keap1 Kelch-Nrf2 peptide fluorescence polarization, 1536-well. inhibition, % at 9.4 µM. 340,000 compounds, 0.15% hits; in the data active = inhibition above about 12%;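 also: human Keap1 Kelch domain with fluorescein labeled Nrf2 9mer peptide probe; 0% = neutral control wells and 100% = peptide positive control; higher means more block of Keap1 binding to Nrf2 peptide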
# Target sequence (Q14145 whole entry, looked up, the tested form may be a part): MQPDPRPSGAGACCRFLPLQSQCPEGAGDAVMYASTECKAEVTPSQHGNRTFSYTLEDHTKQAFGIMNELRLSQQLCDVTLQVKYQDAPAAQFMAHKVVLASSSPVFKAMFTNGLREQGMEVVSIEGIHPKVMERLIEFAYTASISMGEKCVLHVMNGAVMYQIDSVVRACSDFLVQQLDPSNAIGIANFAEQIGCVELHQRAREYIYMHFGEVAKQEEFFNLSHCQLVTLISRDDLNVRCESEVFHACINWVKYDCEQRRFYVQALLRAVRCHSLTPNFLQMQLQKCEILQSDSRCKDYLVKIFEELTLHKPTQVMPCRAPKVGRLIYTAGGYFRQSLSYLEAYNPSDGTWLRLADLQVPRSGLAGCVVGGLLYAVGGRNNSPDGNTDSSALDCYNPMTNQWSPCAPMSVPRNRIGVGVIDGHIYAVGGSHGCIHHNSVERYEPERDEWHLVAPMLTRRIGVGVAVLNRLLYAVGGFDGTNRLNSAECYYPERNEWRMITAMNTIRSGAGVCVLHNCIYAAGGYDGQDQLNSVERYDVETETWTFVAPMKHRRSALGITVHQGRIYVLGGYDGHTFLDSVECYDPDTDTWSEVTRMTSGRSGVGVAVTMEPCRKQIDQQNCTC
# C-LANA FP: inhibitors of KSHV C-LANA binding to DNA, primary screen, biochemical, fluorescence polarization, FAM-LBS DNA, MBP-C-LANA, single point; Kaposi's sarcoma herpesvirus LANA C-terminal domain (residues 932-1162) DNA binding; inhibition, % at 9 µM; 340,000 compounds, 0.078% hits;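 active = highest replicate inhibition at or above 60% at 9 µM, even if other replicates fall short; inactive = all replicates below 60% inhibition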;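 also: 0% = neutral control wells and 100% = 4 µM acridine orange control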
# cardiac RTF act: cardiac RTF calcium sensitivity activators, primary screen, biochemical, IANBD-TnC fluorescence, EC20 calcium; Troponin I, cardiac muscle (Homo sapiens) + Troponin T, cardiac muscle (Homo sapiens) + …; IANBD-labeled TnC RTF fluorescence at EC20 calcium; 0% EC20 calcium, 100% full calcium; activation, % at 7.2 µM; 340,000 compounds, 0.24% hits; AID 493008, 2010;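 active = activation above the mean over all tested compounds plus 3 SD, cut at about 30% in these data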;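 also: rise in fluorescence read as greater calcium sensitivity of cardiac thin filaments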
# CAL PDZ FP-1: untagged CAL PDZ binding inhibitors, primary screen, biochemical, fluorescence polarization, HTS. Golgi-associated PDZ and coiled-coil motif-containing protein (Homo sapiens), Q9HD26. purified CAL PDZ, TMR-peptide fluorescence polarization, 1 h. inhibition, % at 24.9 µM. 300,000 compounds, 0.92% hits. AID 602252, 2012;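 active = mean inhibition of at least 30% with at least half of replicates also reaching 30%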;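 also: 0% = DMSO neutral control and 100% = excess unlabeled competitor peptide PRC23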
# SR-BI uptake up: activators of SR-BI mediated DiI-HDL uptake, primary screen, ldlA[mSR-BI] CHO cells, DiI fluorescence | 3 h; 100 = double the neutral-control signal | activation, % at 12.5 µM | 320,000 compounds, 0.096% hits;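 active = mean replicate activation of at least 60% and every replicate at or above 60%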;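 also: 0% = median plate neutral-control signal and 100% = twice that signal; values of inactives mirror those of a sister screen read the other way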
#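 Assay system: CHO ldlA[mSR-BI] cells, LDL receptor-null, SR-BI overexpressing; medium: Ham's F12 with 0.5% BSA, HEPES 25 mM, pH 7.4; also added: DiI-HDL 10 µg/mL; timing: 3 h uptake period with compound, 37 °C; signal: DiI fluorescence, bottom read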
# PKA-R2B activ: activators of PKA-R2B holoenzyme, primary screen, biochemical, fluorescence polarization, Cy5-IP20, human | cAMP-dependent protein kinase catalytic subunit beta (Homo sapiens) + cAMP-dependent … | 340,000 compounds, 0.079% hits | PKA-R2B holoenzyme dissociation; R2B truncated from residue 108, S112A mutant; 0% DMSO only, 100% 113 µM cGMP | activation, % at 11.4 µM;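 active = activation above a cutoff set at the mean over all compounds plus 3 SD, cut at about 18% in these data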;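 also: higher means more holoenzyme dissociation and a rise in polarization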
# CAL PDZ FP-2: CAL PDZ peptide-binding inhibitors, primary screen, biochemical, fluorescence polarization, Cer-tagged CAL PDZ, HTS; Golgi-associated PDZ and coiled-coil motif-containing protein (Homo sapiens), Q9HD26; purified CAL PDZ, TMR-peptide fluorescence polarization, 1 h; inhibition, % at 20 µM; 330,000 compounds, 0.02% hits; AID 504414, 2011;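 active = highest replicate inhibition of at least 40%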;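 also: plate controls were DMSO neutral control wells for no effect and unlabeled competitor peptide control wells for full effect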
#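 Material: tagged CAL PDZ domain; buffer or medium: 25 mM sodium phosphate pH 7.4, 150 mM NaCl, TCEP, IgG, Thesit; compound dosing: single point, 20 µM; schedule: 1 h incubation at room temperature before polarization reading; measured by: FP readout, S and P plane fluorescence; read-out basis: percent inhibition from loss of millipolarization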
# Rtt109 HAT inh: inhibitors of C. albicans Rtt109/Vps75 HAT, primary screen, biochemical, ThioGlo CoA-SH fluorescence, plate reader; inhibition, % at 34.9 µM; AID 540336, 2011; Histone acetyltransferase RTT109 (Candida albicans (strain SC5314 / ATCC MYA-2876)), …; purified Rtt109/Vps75, 4 h; 330,000 compounds, 0.16% hits;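 active = inhibition of at least 50% in every replicate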
# Target sequence (Q5AAJ8 whole entry, looked up): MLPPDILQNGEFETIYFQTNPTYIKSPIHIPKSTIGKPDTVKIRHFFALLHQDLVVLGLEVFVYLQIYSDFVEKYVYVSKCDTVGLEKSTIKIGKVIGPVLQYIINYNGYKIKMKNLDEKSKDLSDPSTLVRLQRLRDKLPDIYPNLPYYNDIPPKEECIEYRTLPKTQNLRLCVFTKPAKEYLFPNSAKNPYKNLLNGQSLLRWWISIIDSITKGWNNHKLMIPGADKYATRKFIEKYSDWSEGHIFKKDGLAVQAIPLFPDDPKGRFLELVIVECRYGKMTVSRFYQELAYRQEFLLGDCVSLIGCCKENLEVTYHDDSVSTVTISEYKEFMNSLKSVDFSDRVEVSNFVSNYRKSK
# * hit, by the source's call; / = no result given. Outcome played no part in choosing rows. About 1.6% of those tested had a hit in this group.
SMILES,Cardiac RTF inh,DAGLB inhibitor,Keap1-Nrf2 PPI,C-LANA FP,cardiac RTF act,CAL PDZ FP-1,SR-BI uptake up,PKA-R2B activ,CAL PDZ FP-2,Rtt109 HAT inh
COC(=O)CCC(=O)COc1ccccc1C#N,-7,2,-6,0.6,3,9,8,-2,/,2
CN(C)/C=C(\C#N)C(=O)Nc1ccccc1,-5,0,1,-2.3,2,-2,1,-9,0.2,0
COC(=O)CCN(C(=O)c1ccc2c(c1)OCO2)c1ccccn1,2,-2,1,1.5,-4,0,11,-2,1.1,-10
COc1c(C)cc(Br)cc1C(=O)Nc1cccc(-c2nc3ncccc3o2)c1,-3,-14,-2,17,4,/,-31,12,-1.6,13
Cc1cccc(NC(=S)N(CCN(C)C)C(C)c2cccnc2)c1 (stereo not drawn),-4,0,-2,5.0,-2,5,-7,-8,-0.2,10
CCOc1ccc(NC(=S)Nc2cccc3cnccc23)cc1,-4,-1,-3,-0.9,-2,-3,-22,2,-1.8,5
Cc1ccc(C(=O)N2CCN(c3ccc(C(F)(F)F)cn3)CC2)cc1,-6,-14,0,0.2,-8,-4,-5,20*,-2.4,-2
c1ccc2cc(CN3CCOCC3)ccc2c1,-13,-2,-3,1.8,1,0,15,-1,-0.5,0
CN(C(=O)COc1ccc(Oc2ccccc2)cc1)C1CCS(=O)(=O)C1 (stereo not drawn),-7,-1,-5,0.2,4,-2,2,4,-2.4,5
C[C@H](CO)N1C[C@H](C)[C@@H](CN(C)Cc2ccncc2)Oc2c(NS(=O)(=O)c3ccc(F)cc3)cccc2C1=O,-7,-2,-8,-0.4,18,-3,17,-2,1.3,3
COc1cc(C2Nc3ccc4ccccc4c3C3=C2C(=O)CC(C)(C)C3)ccc1OCC(=O)O (stereo not drawn),-8,3,0,-1.7,0,-6,-5,-5,-0.8,-1
COc1cccc(CNC(=O)c2nnn(CC(=O)Nc3ccc(C)c(C)c3)c2N)c1,-2,-3,2,-0.3,1,-2,-8,2,-0.8,-5
Cc1cccc(C)c1NC(=S)NN(Cc1ccccc1)c1ccccc1,-6,1,-2,1.7,-1,-1,-5,1,-0.3,2
Cc1cccc(C)c1NC(=O)CSc1nnc(C)n1CC1CCCO1 (stereo not drawn),4,1,0,0.0,7,0,24,-14,0.6,-12
COc1ccc(N2CCN(C(=O)NCc3ccc(OC)c(Cl)c3)CC2)cc1,0,1,-3,-0.6,9,-4,-15,5,-1.9,-2
CCOC(=O)C1CCCN(c2c(NCCCN(C)Cc3ccccc3)c(=O)c2=O)C1 (stereo not drawn),-5,-1,2,0.5,-6,4,17,-3,/,-7
O=C(CSc1nnc(COc2ccccc2)n1-c1ccccc1)c1cccs1,7,0,0,3.6,-2,-1,-13,-3,0.1,0
CCC1(CC)NC(=O)N(CC(=O)NCc2ccc3c(c2)OCO3)C1=O,-14,0,-5,0.3,12,-7,14,-5,-6.5,7
CCOc1ccc(S(=O)(=O)Nc2ccc(C(=O)N/N=C/c3c(C)nn(-c4ccccc4)c3N3CCCC3)cc2)cc1,6,0,4,2.2,-6,0,-54,-1,0.3,-6
O=C(CCC1CCN(C(=O)c2cncs2)CC1)Nc1ccccc1,-2,1,1,0.1,-6,0,20,1,-0.4,-1
CC(C)CNC(=O)c1c(N)n(/N=C/c2ccccn2)c2nc3ccccc3nc12,-7,-1,-3,-0.4,-2,-3,/,-7,-3.0,-3
COc1cccc(NC(=O)CN(C)C(=O)CCCc2c[nH]c3ccccc23)c1,2,-4,-3,0.4,0,0,3,-3,-1.1,15
CCN1C(=O)/C(=C/c2ccc(C)s2)NC1=S,-10,-3,-2,-1.1,0,-7,-21,-6,-3.1,8
Cc1onc(-c2ccccc2)c1C(=O)Nc1ccncc1,-10,-3,-4,17,-1,-3,3,-17,-1.0,0
Cc1nc2cc(Cl)c(Cl)cc2n1-c1ccccn1,9,3,0,-0.1,-1,-2,3,-3,-1.1,-4
COc1ccc(OC)c(-c2csc(N(Cc3ccco3)C(=O)c3cccs3)n2)c1,-3,-12,2,-1.6,0,-2,-48,4,-3.0,0
N#Cc1ccccc1OCC(=O)NNC(=O)CNC(=O)c1ccc(Br)o1,1,-1,5,0.2,1,-5,30,-7,-1.4,-4
COc1ccccc1C1C(C#N)=C(N)Oc2c1c(-c1ccccc1)nn2-c1ccccc1 (stereo not drawn),-6,14,-3,0.2,1,0,-13,-6,-1.4,3
COc1ccc(-c2cc(-c3cccnc3)c(C#N)c(N)n2)cc1,-7,1,2,-1.8,-4,-2,-39,0,-0.1,-5
O=c1c2c3n(c(=S)nc2[nH]n1-c1ccccc1)CCCCC3,-3,-4,0,-1.1,1,-8,6,5,-0.3,2
CCCCNC(=O)CCn1c(=O)c2ccccc2n(Cc2ccc(Cl)cc2)c1=O,-6,0,2,1.4,-3,-5,1,8,-0.7,2
O=C(Nc1ccccc1[N+](=O)[O-])c1cc2ccccc2nc1Cl,-1,-1,-1,-1.4,0,-1,7,-7,0.8,2
O=C(Nc1ccccc1)[C@@H]1CC=C[C@@H]2CCN(Cc3ccccc3)C(=O)[C@@H]21,5,-2,-6,1.7,-3,-3,25,-14,-0.3,-5
CC(C)OCCCN1C(=O)c2ccccc2C1C(=O)NC1CCCCC1 (stereo not drawn),-1,0,0,1.6,-1,-2,11,3,-0.4,-6
O=[N+]([O-])c1cccc(-c2nc(-c3cccs3)c(-c3cccs3)[nH]2)c1,-7,3,3,0.6,-2,-3,-91,-1,/,-7
O=C(O)c1ccc(NC(=S)NC(=O)c2ccc(-c3ccccc3)cc2)cc1,-4,1,-6,0.4,17,6,2,-11,-0.6,-1
CCC(=O)Nc1cccc(C(=O)/C=C/c2cc(Br)ccc2OC)c1,-21,1,-2,0.5,-4,-5,-11,-7,-2.3,-1
C/C(=N\NC(=O)c1ccccc1)c1ccc(N2CCCCC2)cc1,3,0,-1,0.9,-1,-1,-1,0,0.6,-2
CCN(CC)CCN(Cc1cc2cc3c(cc2[nH]c1=O)OCCO3)C(=S)NCC(C)C,-4,1,-7,-0.1,1,/,-8,13,-1.5,-10
CCOc1ccc(Oc2ccccc2NC(=O)C2=COCCO2)cc1,-7,-11,1,-1.1,1,-16,-7,4,-1.8,-1
COc1ccc2oc(C)c(C(=O)c3ccccc3)c2c1,-3,-8,-5,-0.8,7,2,/,-12,-1.1,-7
N#CC(C#N)=C1C(=O)N(CCN2CCCCC2)c2ccccc21,-15,-1,-8,-0.1,12,-1,24,3,-1.4,0
O=C(/C=C/c1ccc2c(c1)OCO2)NCCSCc1c(Cl)cccc1Cl,-14,-4,-1,-0.3,-1,-1,-14,-3,-1.4,4
O=C(NCCc1ccc(Cl)cc1)C1CCN(c2ncccn2)CC1,-3,0,1,-0.7,-1,-2,-43,-5,-0.2,-3
C=CCn1c(-c2cc3cccc(OC)c3o2)n[nH]c1=S,-3,0,-1,-0.1,9,-2,/,-8,-1.3,3
COc1ccc(/C=C2/SC(=O)N(NS(=O)(=O)c3ccccc3)C2=S)cc1OC,-6,12,-3,0.5,0,/,27,1,-5.7,79*
COc1ccc(S(=O)(=O)N2CCOCC2)cc1NC(=O)CC1CC2CCC1C2 (stereo not drawn),-4,-2,1,-0.2,-1,-7,-35,2,-0.5,-14
O=c1[nH]cnc2scc(-c3ccsc3)c12,-6,1,1,1.0,4,-2,/,3,-0.3,12
Cc1ccc(-c2cc(-c3nnc(SCC(=O)NCC(C)C)n3N)c3ccccc3n2)cc1,-5,2,3,-1.1,-1,7,-68,0,-1.4,10
CCOc1cc(/C=N\NC(=O)c2c(C)nc3ccccn23)ccc1O,-7,0,-2,-0.4,7,4,3,-9,-2.6,-3
COc1ccc(COC(=O)c2ccc(N3CCCC3=O)cc2)cc1F,-1,-2,-2,-0.7,2,-3,-25,-13,-2.6,11
CCOC(=O)CSc1ncnc2c1cnn2-c1ccc(C)cc1C,-4,-5,-6,-0.6,2,5,-20,2,-0.9,-3
O=C(O)CC1(CC(=O)Nc2ccc(Br)cc2)CCCCC1,-1,1,1,-0.1,-1,-8,5,7,29,-24
Cc1ccc(-n2nc3c(=O)n(CC(=O)NCc4ccccc4Cl)nc(C)c3c2C)cc1,-6,1,1,2.3,0,/,5,6,-0.7,5
COc1ccccc1NC(=O)c1ccc(NC(=O)c2cc3c(s2)CCC3)cc1,7,-1,0,-0.1,1,0,-73,-3,-1.8,4
COc1ccc(NC2c3ccccc3C(=O)N2Cc2ccc3c(c2)OCO3)cc1 (stereo not drawn),-12,4,-7,-0.6,9,-4,/,-9,-2.7,-5
O=C(NCCc1ccc(F)cc1)C1CCCCC1,2,-1,-2,2.6,3,-2,22,-18,-0.8,4
CCN(CC)CCC(O)(c1ccc2c(c1)OCO2)c1cc(OC)c(OC)c(OC)c1 (stereo not drawn),-2,0,-5,-0.8,2,7,3,-3,0.0,-7
O=c1c(C(c2ccc(Br)cc2)c2c(O)nc3n(c2=O)CCS3)c(O)nc2n1CCS2,-2,1,1,-1.2,-6,-11,24,11,-1.2,2

# Reprinted at random: 2 compounds from above
SMILES,Cardiac RTF inh,DAGLB inhibitor,Keap1-Nrf2 PPI,C-LANA FP,cardiac RTF act,CAL PDZ FP-1,SR-BI uptake up,PKA-R2B activ,CAL PDZ FP-2,Rtt109 HAT inh
COc1ccc(NC2c3ccccc3C(=O)N2Cc2ccc3c(c2)OCO3)cc1 (stereo not drawn),-12,4,-7,-0.6,9,-4,/,-9,-2.7,-5
Cc1ccc(-n2nc3c(=O)n(CC(=O)NCc4ccccc4Cl)nc(C)c3c2C)cc1,-6,1,1,2.3,0,/,5,6,-0.7,5
